HTT ATP protect: qHTS Multiplex Assay to Identify Dual Action Probes in a Cell Model of Huntington: Cytoprotection (ATP). PC12 HTT-Q103 induced, cytoprotection, ATP luminescence, 40 h. Potency, µM (titrated, usually from 56.4 µM), for inactives: cytoprotection (ATP increase), hits mostly activators. 230,000 tested, 0.14% active;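 further: potency means the concentration at half of the fitted maximal effect; % of control where 0% means no effect; nearly all actives have a fitted effect of over 45% in size; toxic huntingtin expression switched on by the ecdysone agonist tebufenozide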
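ATP quantification (ATPlite) reports survival of PC12 cells in which tebufenozide, 100 nM final, switches on Htt exon 1 with 103 glutamines linked to GFP; compounds are titrated.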
GAA glycogen mod: qHTS Assay for Inhibitors and Activators of Human alpha-Glucosidase Cleavage of Glycogen; Potency, µM (top dose mostly 76.4 µM), for the others: at the top dose activity change, negative = inhibition, most hits filed as inhibitors; Lysosomal alpha-glucosidase (Homo sapiens), P10253; recombinant GAA, glycogen substrate, Amplex Red glucose oxidase fluorescence; 300,000 tested, 0.38% active;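 further: potency means the concentration at half of the fitted maximal effect; 0% = full enzyme reaction and -100% = no-enzyme basal signal; the screen sought inhibitors and activators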
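Recombinant human enzyme (4 nM); glycogen substrate; 37 C, 40 min, pH 5.0. Readout: coupled glucose oxidase/Amplex Red fluorescence.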
GAA inhib: qHTS Assay for Inhibitors of Human alpha-Glucosidase as a Potential Chaperone Treatment of Pompe Disease. 200,000 tested, 0.005% active. purified human GAA, 4-MU-alpha-glucoside fluorescence. Potency, µM (top dose mostly 76.9 µM), without a hit: top-dose activity change, negative = inhibition, hits mostly inhibitors. Lysosomal alpha-glucosidase (Homo sapiens), P10253;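 further: potency means the concentration at half of the fitted maximal effect; plate controls were uninhibited enzyme wells for no effect and no-enzyme background for full effect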
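Compounds are titrated up to 77 uM against 4 nM human enzyme. Substrate 4-methylumbelliferyl-alpha-D-pyranoside (400 uM) reacts 20 min at room temperature in pH 5.0 buffer; liberated 4-methylumbelliferone is read at 440 nm.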
LMNA splice mod: qHTS Assay for Modulators of Lamin A Splicing; HeLa LMNA splicing GFP/RFP minigene ratio, 48 h; Potency, µM (titrated, usually from 46.1 µM), without a hit: at the highest dose ratio change, negative = inhibition, most hits filed as inhibitors; 200,000 tested, 0.01% active; active means well fitted inhibition curve with a large enough effect in the signal ratio, with a control signal flat, not every such curve was filed as active; inconclusive means small, poorly fitted or top-dose-only effect, or effect the other way, or a change in a side signal; the % refers to the signal ratio; further: potency means the concentration at half of the fitted maximal effect; on the % scale 0 is the no-effect control and ±100 the full control effect
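S3 HeLa cells stably expressing lamin A-EGFP splicing minigene plus DsRed2, 600 cells/well, 48 h compound exposure at 37C. Laser-scanning cytometry; analysed as GFP (500-530 nm)/RFP (575-640 nm) total intensity ratio; 0.5% DMSO vehicle.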
HTT aggregate: qHTS Multiplex Assay to Identify Dual Action Probes in a Cell Model of Huntington: Aggregate Formation (GFP); PC12 HttQ103-GFP aggregates, Acumen cytometry, 40 h; Potency, µM (doses to about 46.1 µM), for the others: at the top dose activity change, negative = inhibition, most hits filed as inhibitors; 220,000 tested, 1.1% active; AID 1688, 2009; further: potency means the concentration at half of the fitted maximal effect; on the % scale 0 is the no-effect control and ±100 the full control effect; nearly all actives have a fitted effect of over 60% in size
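Huntingtin Q103 exon 1–GFP aggregates in induced PC12 cells (100 nM tebufenozide) were quantified by cytometry from lysates, with compounds dosed in titration.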
GAA spleen mod: qHTS Assay for Inhibitors and Activators of Human alpha-Glucosidase From Spleen Homogenate. Lysosomal alpha-glucosidase (Homo sapiens), P10253. human spleen homogenate, 4-MU-alpha-glucoside fluorescence. Potency, µM (highest dose often 79.9 µM), without a hit: at the top dose activity change, negative = inhibition, actives largely listed as inhibitors. 240,000 tested, 0.006% active. AID 2112, 2009;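 further: potency means the concentration at half of the fitted maximal effect; 0% = enzyme with vehicle and -100% = no enzyme basal signal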
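Human spleen homogenate (1 ug) incubated with compounds and 1 mM 4-methylumbelliferyl-alpha-D-glucopyranoside in pH 5.0 citrate/phosphate buffer, 37 C, 40 min. Stopped at pH 10; 4-MU fluorescence (Ex 365/Em 440 nm); AC50 by Hill fit.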
CBFb-RUNX1 inh: qHTS Assay for Compounds Blocking the Interaction Between CBF-beta and RUNX1 for the Treatment of Acute Myeloid Leukemia | Runt-related transcription factor 1 (Homo sapiens) + Core-binding factor subunit beta … | AlphaScreen CBFb-His/RUNX1-biotin binding, biochemical | Potency, µM (titrated, usually from 59.8 µM), inactives show at the highest dose activity, negative = inhibition, actives largely listed as inhibitors | 230,000 tested, under 10 active | AID 1477, 2009; further: % of control where 0% means no effect
Target sequence (Q01196 whole entry, looked up): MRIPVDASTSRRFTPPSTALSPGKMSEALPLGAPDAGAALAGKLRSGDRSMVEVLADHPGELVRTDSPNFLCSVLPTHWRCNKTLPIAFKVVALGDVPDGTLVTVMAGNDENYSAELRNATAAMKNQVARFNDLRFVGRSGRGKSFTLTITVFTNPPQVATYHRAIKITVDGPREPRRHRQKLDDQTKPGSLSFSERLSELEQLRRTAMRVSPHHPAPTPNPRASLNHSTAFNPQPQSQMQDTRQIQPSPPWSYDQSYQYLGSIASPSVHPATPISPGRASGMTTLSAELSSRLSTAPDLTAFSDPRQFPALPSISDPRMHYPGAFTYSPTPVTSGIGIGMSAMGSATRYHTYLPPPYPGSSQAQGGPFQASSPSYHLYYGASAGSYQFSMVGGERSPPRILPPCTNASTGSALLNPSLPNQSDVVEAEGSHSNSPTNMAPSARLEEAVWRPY
Target sequence (Q13951 whole entry, looked up): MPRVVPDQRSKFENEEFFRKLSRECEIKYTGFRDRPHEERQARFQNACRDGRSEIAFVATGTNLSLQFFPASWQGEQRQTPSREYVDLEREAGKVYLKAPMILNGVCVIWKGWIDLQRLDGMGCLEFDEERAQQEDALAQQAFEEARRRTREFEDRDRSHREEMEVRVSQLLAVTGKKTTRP
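AlphaScreen binding: CBFb-His and RUNX1-biotin (30 nM each) preincubated 20 min, compound added for 15 min, then nickel and streptavidin beads for 90 min, all at room temperature. Disruption of the interaction by any mechanism counts as activity.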
Starred values were filed as active, the others as inactive; ? = inconclusive; · = no result given; [ ] = another dose, or the depositor's remark. Unless noted, the call rests on the fitted dose curve; in most records, active means well fitted curve in the direction sought with a large enough effect; inconclusive means small, poorly fitted or top-dose-only effect, or another doubt; inactive means no such curve, though single readings can be large; an effect the other way counts as inactive or inconclusive.

SMILES	HTT ATP protect	GAA glycogen mod	GAA inhib	LMNA splice mod	HTT aggregate	GAA spleen mod	CBFb-RUNX1 inh
Cc1ccc(S(=O)(=O)N2CCN(CC(=O)NC3CCCc4ccccc43)CC2)c(C)c1 (stereo not drawn)	-15.3%	-2.9%	-9.4%	?	-9.6%	-2.6%	-0.9%
NCCCC[C@@H](C(=O)N1CCNCC1)n1cc(CCC(=O)O)nn1	-4.2%[10 µM]	13.9%	·	·	1.5%[9.22 µM]	2.5%	6.3%
O=C1C2C3c4ccccc4C(c4ccccc43)C2C(=O)N1/N=C/c1cccc(O)c1 (stereo not drawn)	-6.7%	-8.6%	2.4%	-3.1%	7.7%	-3.7%	-2.1%
CN1CCN(CC(=O)N2c3ccccc3C(C)(c3ccc(Cl)cc3)CC2(C)C)CC1 (stereo not drawn)	-0.7%[10 µM]	5.3%	2.1%	-11.5%	11.3%	1.9%	-4.6%
NC(=S)N/N=C1\CCOc2ccc(Cl)cc21	38.2%[10 µM]	-15.9%	4.8%	·	3.3%[9.22 µM]	-9.4%	-1.1%
Cc1cc2c(cc1C)N(C(=O)CN1C(=O)c3ccccc3C1=O)C(C)(C)c1ssc(=S)c1-2	0.2%	-6.2%	-5.4%	?	-0.9%	1.8%	?
COc1ccccc1NC(=O)N1CCCC1C(=O)NCc1ccccc1 (stereo not drawn)	-8.7%	-3.7%	-8.3%	?	12.7%	1.9%	3.3%
Cc1ccccc1NC(=O)CSc1[nH]c(=O)cc(C)c1C#N	12.1%	1.5%	-15.9%	?	-23.4%	-2.7%	1.1%
CC1CN(C(=O)c2ccc(Oc3ccccc3)cc2)CC(C)O1 (stereo not drawn)	?	1.4%	-0.1%	·	-4.1%	7.5%	17.3%
CN1CCC(N(C)C(=S)NC(=O)C23CC4CC(CC(C4)C2)C3)CC1	-13.6%[10 µM]	1.5%	2.0%	2.6%	-3.7%	-5.2%	0.7%
CCOC(=O)C1(Cc2ccccc2C)CCCN(C(=O)CCn2nccc2C)C1 (stereo not drawn)	-22.2%[10 µM]	16.4%	?	-10.5%[46 µM]	-24.3%[9.22 µM]	-5.3%	8.7%
CCCC1C2C(=O)N(c3ccc(OC)cc3)C(=O)C2ON1c1ccccc1 (stereo not drawn)	4.3%	-0.8%	-8.3%	0.0%	16.9%	-12.7%	-0.5%
N#C/C(=C\c1ccncc1)c1nc2ccccc2o1	-36.4%[10 µM]	-18.9%	·	·	-8.7%[9.22 µM]	-0.7%	-0.4%
CC1=NN(/C(=N\c2nnc(C)s2)Nc2ccc(C(C)(C)C)cc2)[C@H](c2ccc(C)cc2)S1	-2.7%[10 µM]	-16.9%	-0.1%	?	?	2.1%	-2.1%
O=C1CC(SCc2nc3ccccc3[nH]2)C(=O)N1c1ccc(Cl)cc1 (stereo not drawn)	-30.1%	-2.5%	-0.5%	7.5%	1.3%	3.8%	-6.1%

Among those listed so far, these contain an NH in an aromatic ring:
SMILES	HTT ATP protect	GAA glycogen mod	GAA inhib	LMNA splice mod	HTT aggregate	GAA spleen mod	CBFb-RUNX1 inh
Cc1ccccc1NC(=O)CSc1[nH]c(=O)cc(C)c1C#N	12.1%	1.5%	-15.9%	?	-23.4%	-2.7%	1.1%
O=C1CC(SCc2nc3ccccc3[nH]2)C(=O)N1c1ccc(Cl)cc1 (stereo not drawn)	-30.1%	-2.5%	-0.5%	7.5%	1.3%	3.8%	-6.1%

In another format: 3 of the compounds above
Results follow in this order: HTT ATP protect | GAA glycogen mod | GAA inhib | LMNA splice mod | HTT aggregate | GAA spleen mod | CBFb-RUNX1 inh
Cc1cc2c(cc1C)N(C(=O)CN1C(=O)c3ccccc3C1=O)C(C)(C)c1ssc(=S)c1-2
→ 0.2% | -6.2% | -5.4% | ? | -0.9% | 1.8% | ?
CCOC(=O)C1(Cc2ccccc2C)CCCN(C(=O)CCn2nccc2C)C1 (stereo not drawn)
→ -22.2%[10 µM] | 16.4% | ? | -10.5%[46 µM] | -24.3%[9.22 µM] | -5.3% | 8.7%
CN1CCC(N(C)C(=S)NC(=O)C23CC4CC(CC(C4)C2)C3)CC1
→ -13.6%[10 µM] | 1.5% | 2.0% | 2.6% | -3.7% | -5.2% | 0.7%

Shown with values under each structure: entries from further up
Results follow in this order: HTT ATP protect, GAA glycogen mod, GAA inhib, LMNA splice mod, HTT aggregate, GAA spleen mod, CBFb-RUNX1 inh
- CCCC1C2C(=O)N(c3ccc(OC)cc3)C(=O)C2ON1c1ccccc1 (stereo not drawn)
  4.3%, -0.8%, -8.3%, 0.0%, 16.9%, -12.7%, -0.5%
- N#C/C(=C\c1ccncc1)c1nc2ccccc2o1
  -36.4%[10 µM], -18.9%, ·, ·, -8.7%[9.22 µM], -0.7%, -0.4%

Among those listed so far, these have four or more nitrogen atoms.
SMILES	HTT ATP protect	GAA glycogen mod	GAA inhib	LMNA splice mod	HTT aggregate	GAA spleen mod	CBFb-RUNX1 inh
NCCCC[C@@H](C(=O)N1CCNCC1)n1cc(CCC(=O)O)nn1	-4.2%[10 µM]	13.9%	·	·	1.5%[9.22 µM]	2.5%	6.3%
CC1=NN(/C(=N\c2nnc(C)s2)Nc2ccc(C(C)(C)C)cc2)[C@H](c2ccc(C)cc2)S1	-2.7%[10 µM]	-16.9%	-0.1%	?	?	2.1%	-2.1%

(further entries)
SMILES	HTT ATP protect	GAA glycogen mod	GAA inhib	LMNA splice mod	HTT aggregate	GAA spleen mod	CBFb-RUNX1 inh
CCCCCCn1c(SCC(=O)Nc2cc(C)on2)nc2ccccc2c1=O	-12.0%[10 µM]	3.1%	3.4%	-7.7%	-5.6%	-1.7%	12.8%
S=c1[nH]nc(CSc2nc3ccccc3s2)n1C1CCCCC1	-45.1%[inhibitor]	?	-4.7%	?	?	0.9%	3.6%
Cc1cccc(C(=O)OC(C)CN2CCN(C)CC2)c1 (stereo not drawn)	1.2%	-15.7%	-4.2%	·	8.9%	·	18.6%
O=C(COC(=O)c1ccc(S(=O)(=O)N2CCc3ccccc3C2)cc1)NC(=O)NCc1ccco1	8.5%	2.3%	-8.7%	-3.9%	17.4%[9.22 µM]	-2.6%	-11.6%
COC(=O)C1CC(=O)N(c2ccc(C)cc2)C1 (stereo not drawn)	10.1%[10 µM]	-7.2%	13.5%	24.6%[46 µM]	24.7%[9.22 µM]	4.1%	6.0%
O=C(Cn1cnc2c(nnn2Cc2ccc(Cl)cc2)c1=O)NCC1CCCO1 (stereo not drawn)	-10.0%	2.1%	3.5%	1.7%	8.0%	-8.0%	10.1%
Cc1nn(C)cc1CNC(=O)C1C2CCC(C2)C1C(=O)O (stereo not drawn)	19.9%[10 µM]	2.4%	2.9%	-7.5%[46 µM]	10.5%	0.3%	5.1%
c1cc2c(cc1C1CCCCC1)c1c3n2CCN=C3CCC1	34.2%[10 µM]	3.8%	-13.6%[15.4 µM]	?	?	-3.4%	-1.7%
COC(=O)C1CCN(C(=O)Cc2c(OC)ccc3cc(Br)ccc23)CC1	-13.1%	-6.6%	7.6%	·	7.8%	1.9%	-7.1%
COc1ncnc(NS(=O)(=O)c2ccc(N)cc2)c1OC	-6.1%[40.3 µM]	·	·	4.9%	8.5%	-3.2%[29.1 µM]	1.0%[21.7 µM]
COCCNC(=S)N/N=C(\C)c1ccc(OC(F)F)cc1	32.4%[10 µM]	-1.7%	·	·	-17.0%[9.22 µM]	-10.8%	-0.1%
Cc1ccc(NC(=O)CSc2nnc(-c3ccccc3Br)o2)cc1C	-20.3%[10 µM]	-13.4%	-12.5%	-9.0%	1.8%	-0.9%	7.7%
CCOCCOC(=O)COc1ccc(N2C(=O)c3ccccc3C2=O)cc1	-14.3%	3.8%	0.0%	0.9%	-7.3%	6.4%	-5.5%
O=C1C2=C(NC(=S)NC2c2ccc(Cl)cc2)NC(c2ccc(Cl)cc2)N1c1ccc(Cl)cc1 (stereo not drawn)	-42.7%[inhibitor]	-20.6%	?	5.8%	?	-14.2%	-7.7%
COc1ccccc1N(C)S(=O)(=O)c1ccc(C(=O)OCC(=O)N(C(C)C)C(C)C)cc1	-17.3%	1.7%	3.1%	?	9.7%	1.3%	3.9%
COc1ccc(NC(=O)C(=O)NCCCO)cc1Cl	-29.8%	9.7%	3.3%	-11.5%[46 µM]	-10.4%	-4.2%	-4.0%
O=C1Nc2ccc(S(=O)(=O)NCCC3=CCCCC3)c3cccc1c23	-34.2%[10 µM]	-8.2%	7.3%	?	?	2.1%	12.0%
